# Bioassay records (PubChem BioAssay)
# HePTP inhibitor – human HePTP phosphatase inhibition; P35236; inhibition, % at 20 µM; recombinant HePTP phosphatase activity, OD absorbance; AID 521; 0.64% of 110,000 active; in the data active = inhibition above about 50%;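 also: plate controls were vehicle for no effect and reference inhibitor for full effect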
# Target sequence (P35236 whole entry, looked up): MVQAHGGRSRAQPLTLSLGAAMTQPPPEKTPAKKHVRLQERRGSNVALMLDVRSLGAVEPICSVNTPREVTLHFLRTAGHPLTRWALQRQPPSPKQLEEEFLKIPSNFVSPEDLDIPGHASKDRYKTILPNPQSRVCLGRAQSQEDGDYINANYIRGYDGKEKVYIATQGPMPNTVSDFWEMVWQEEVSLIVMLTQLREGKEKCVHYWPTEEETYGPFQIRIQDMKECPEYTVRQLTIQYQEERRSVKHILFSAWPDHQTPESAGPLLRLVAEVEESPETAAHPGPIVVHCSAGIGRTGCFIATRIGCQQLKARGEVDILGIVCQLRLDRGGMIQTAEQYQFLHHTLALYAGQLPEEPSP
# BAP1 inh – inhibitors of human BAP1 deubiquitinase; Q92560; recombinant BAP1, Ub-AMC hydrolysis fluorescence kinetic; stronger effect = lower value; activity remaining (% of control), % at 20 µM; 0.48% of 72,000 active;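 active = activity remaining at or below 50% of control, provided the compound also passes the data quality filters; inactive = the rest, including low values that fail the filters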;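 also: 100% = DMSO wells rate and 0% = substrate alone blank rate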
# Target sequence (Q92560 whole entry, looked up): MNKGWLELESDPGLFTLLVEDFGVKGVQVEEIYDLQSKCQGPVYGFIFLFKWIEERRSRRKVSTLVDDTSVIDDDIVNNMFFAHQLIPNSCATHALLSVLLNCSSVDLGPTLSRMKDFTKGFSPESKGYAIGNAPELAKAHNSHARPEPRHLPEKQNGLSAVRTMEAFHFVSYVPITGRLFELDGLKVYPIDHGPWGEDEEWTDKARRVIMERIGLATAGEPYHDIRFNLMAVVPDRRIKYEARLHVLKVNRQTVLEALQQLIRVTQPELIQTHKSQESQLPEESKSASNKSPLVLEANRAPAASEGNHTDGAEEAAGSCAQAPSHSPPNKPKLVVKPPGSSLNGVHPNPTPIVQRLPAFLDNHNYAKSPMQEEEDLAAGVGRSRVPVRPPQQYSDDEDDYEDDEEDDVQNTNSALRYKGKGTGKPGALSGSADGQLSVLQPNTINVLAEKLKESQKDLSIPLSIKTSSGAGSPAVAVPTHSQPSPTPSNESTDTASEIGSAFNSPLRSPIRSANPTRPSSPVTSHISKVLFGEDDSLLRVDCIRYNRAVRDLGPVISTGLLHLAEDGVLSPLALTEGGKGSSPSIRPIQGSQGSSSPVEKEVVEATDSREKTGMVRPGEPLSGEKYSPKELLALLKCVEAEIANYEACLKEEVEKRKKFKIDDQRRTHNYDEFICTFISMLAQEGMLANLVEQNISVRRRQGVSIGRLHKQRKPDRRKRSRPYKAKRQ
# * hit, by the source's call; x = not tested or not shown; & = joins results of further samples. Compounds were not picked by outcome, and some 0.79% of all compounds hit somewhere here.
SMILES,HePTP inhibitor,BAP1 inh
CCOC(=O)c1[nH]c2c(C)cccc2c1CCN1C(=O)c2ccccc2C1=O,-11,x
Cc1ccc(C(=O)Cn2c(NCCCO)nc3ccccc32)cc1,-13,x
COc1ccc(NC(=O)Cn2nnc(-c3ccccc3N)n2)cc1OC,10,107
CCc1ccc(NC2=NCC(=O)N2Cc2ccc3c(c2)OCO3)cc1,-5,100
NC(=O)COC(=O)CCCc1c[nH]c2ccccc12,6,97
Cc1cc(NC(=O)CSc2nnc(-c3ccc(S(=O)(=O)N4CCCC4)cc3)n2C)no1,3,114
CCN(CC)c1ccc(C2C(C(=O)OC)=C(C)NC3=C2C(=O)CC(c2ccccc2)C3)cc1 (stereo not drawn),x,69
Cc1cc(N2CCCCC2)nc(SCc2ccc(C#N)cc2)n1,5,105
O=C(CSc1nc(-c2cccs2)cc(C(F)(F)F)n1)NCCCn1ccnc1,x,79
Cc1ccc(N2CC(C(=O)NCc3ccco3)CC2=O)cc1 (stereo not drawn),6,x
CCOC(=O)Cn1c(C)nc2ccccc21,2,93
Nn1c(SCc2cn3ccsc3n2)nnc1-c1ccncc1,7,102
COC(=O)C1=C(C)NC(=S)NC1c1ccc(SC)cc1 (stereo not drawn),-4,x
CS(=O)(=O)N(CC(=O)Nc1ccc(Cl)cc1)c1ccc(Br)cc1,2,x
c1coc(-c2nnc(SCc3nc4ccccc4[nH]3)o2)c1,4,107
S=C(NCCc1c[nH]c2ccccc12)Nc1ccc(Cl)cc1Cl,-16,x
CNC(=O)CN(Cc1ccccc1)S(=O)(=O)c1ccccc1,2,98
CCOC(=O)c1sc(=NC(=O)c2ccc(S(=O)(=O)N3CC(C)OC(C)C3)cc2)n(C)c1C (stereo not drawn),0,x
CCN(CC)CCOC(=O)C1(c2ccc(OC)c(OC)c2)CCCC1,5,106
Cc1ccc(C(=O)CC2(O)C(=O)N(Cc3ccccc3Cl)c3ccccc32)o1 (stereo not drawn),-4,92
CC(C)N/C=C(/c1cc(O)ccc1O)[N+](=O)[O-],7,x
Cc1ccc2cc(C#N)c(N3CCCN(C(=O)C4CCCO4)CC3)nc2c1C (stereo not drawn),0,108
COC(=O)C1=C(O)/C(=C\c2ccccc2C(F)(F)F)N=C1C,-5,x
NC(=O)c1cc2[nH]c3ccccc3c2[n+](-c2ccc([N+](=O)[O-])cc2)c1N,x,111
Cc1ccc(C)c(S(=O)(=O)NC(=O)C(C)O)c1 (stereo not drawn),-5,x

# The list goes on; it opens with the 2 that closed the last part.
SMILES,HePTP inhibitor,BAP1 inh
NC(=O)c1cc2[nH]c3ccccc3c2[n+](-c2ccc([N+](=O)[O-])cc2)c1N,x,111
Cc1ccc(C)c(S(=O)(=O)NC(=O)C(C)O)c1 (stereo not drawn),-5,x
CCOC(=O)C(NC(=O)CC)(Nc1ccc(S(=O)(=O)Nc2onc(C)c2C)cc1)C(F)(F)F (stereo not drawn),-10,109
COc1cccc(-c2c(NC(=O)c3ccco3)n(-c3ccc(C)cc3)nc(C)c2=O)c1,4,103
CN1CCc2c(sc3c2C(=O)NC(c2ccc4c(c2)OCO4)N3)C1 (stereo not drawn),-3,84
O=C(O)CC1C(=O)NCCN1Cc1ccc(F)c(F)c1 (stereo not drawn),10,96
O=C(Nc1ccccc1)c1cc([N+](=O)[O-])ccc1Cl,x,103
CC12CS(=O)(=O)CC1SC(=S)N2c1ccccn1 (stereo not drawn),-2,105
O=C(Nc1ccc(I)cc1)C(Cc1ccccc1)N1C(=O)c2ccccc2C1=O (stereo not drawn),5,x
Cc1cc(/C=N/n2cnnc2)c(C)n1-c1cc(Cl)ccc1Cl,4,99
Cc1ccccc1-n1c(SCc2c(C)noc2C)nnc1-c1ccncc1,7,82
O=C1N=C(N2CCOCC2)S/C1=C/c1ccc(Cl)cc1Cl,-1,x
COc1cc([N+](=O)[O-])cc(/C=N/NC2=NS(=O)(=O)c3ccccc32)c1O,-11,x
CCCCCCNC(=O)c1c(O)c2ccccc2[nH]c1=O,-4,77
Cn1c(=S)[nH]c2cccnc21,7,105
Cc1cc(C)n(C(=O)CN2C(=O)c3ccccc3C2=O)n1,1&4,93
CCCCCC(=O)Nc1ccc(S(=O)(=O)Nc2cc(OC)nc(OC)n2)cc1,-11,x
Nc1nnc(SCC(=O)Nc2ccc(Cl)c(Cl)c2)s1,11,x
CC(NC(c1ccccc1)(c1ccccc1)c1ccccc1)C(=O)O (stereo not drawn),-11,x
CCOC(=O)c1sc(C)c(C(=O)NC2CCCCC2)c1N,x,104
O=C(NCCn1ccc2ccccc21)C1CCCCC1,5,102
O=c1cc(CSc2nc3cc(Cl)ccc3o2)nc2sccn12,x,98
COc1ccccc1OCCOc1ccc(Cl)cc1/C=C1/SC(=S)N(C)C1=O,-4,x
O=C1Nc2ccccc2C1=Cc1nc2ccccc2c(=O)n1-c1cccc([N+](=O)[O-])c1,9,x
COc1ccc(-c2cc(C(F)(F)F)n3nc(C(=O)NCc4ccco4)cc3n2)cc1,-5,40*
C=CCNC(=O)CCCOc1cccc(C)c1,6,112
CCc1ccccc1NS(=O)(=O)c1cccc([N+](=O)[O-])c1,3,x

# Sorted by value in BAP1 inh (lowest first): some entries from above
SMILES,HePTP inhibitor,BAP1 inh
COc1ccc(-c2cc(C(F)(F)F)n3nc(C(=O)NCc4ccco4)cc3n2)cc1,-5,40*
COc1cccc(-c2c(NC(=O)c3ccco3)n(-c3ccc(C)cc3)nc(C)c2=O)c1,4,103
CCOC(=O)c1sc(C)c(C(=O)NC2CCCCC2)c1N,x,104

# Further compounds:
SMILES,HePTP inhibitor,BAP1 inh
COC(=O)c1ccc(NC(=O)CC2SCCNC2=O)cc1 (stereo not drawn),6,x
COc1ccc(C2Nc3ccccc3C(=O)N2c2ccc(Cl)cc2)cc1Cn1nc(C)c([N+](=O)[O-])c1C (stereo not drawn),0,x
CC(C)Sc1ncnc2c1oc1ccccc12,6,120
CC1CN(C2CCN(C(=O)c3ccccc3Cl)CC2)CC(C)O1 (stereo not drawn),0,159
CC1(C)CC(=O)c2c(oc3ccc(NS(=O)(=O)c4ccc5c6c(cccc46)C(=O)N5)cc23)C1,6,x
NC(=O)CSc1nnc(-c2cnccn2)n1-c1ccccc1,5,87
CC(C)Cc1nnc(NC(=O)c2ccncc2)s1,2,97
Cc1ccc(C)n1-c1ccc(-n2cnnn2)cc1,1,85
O=C(Cc1ccc(Cl)cc1)NNC(=O)c1cc(Cl)ccc1O,-2,x
C#CC1(O)CCC2C3CCc4cc(O)ccc4C3CCC21C (stereo not drawn),x,60
Cc1cc(N2CCOCC2)nc2ccc(NC(=O)CCC(=O)N3CCCCC3)cc12,-10,122
COc1ccc(/C=C2/SC(=O)N(CNc3cc(F)ccc3C)C2=O)cc1OC,2,x
CC(=O)Nc1ccc(C2Nc3cc(C)c(C)cc3NC3=C2C(=O)CC(C)(C)C3)cc1 (stereo not drawn),7,x
CCCC(c1nnnn1Cc1ccco1)N1CCN(C(=O)c2ccco2)CC1 (stereo not drawn),5,93
Cc1ccc(/C(O)=C2/C(=O)C(=O)N(CCCn3ccnc3)C2c2ccccc2)cc1 (stereo not drawn),9,x
Cc1ccc(C)c(NCc2cccnc2)c1,9,x
Cc1ccccc1N=c1oc2ccc(Br)cc2cc1C(N)=O,x,50
Clc1cc2c(cc1CSc1nnnn1-c1ccccc1)OCO2,10,x
COc1ccc(C(=O)C[n+]2ccc(C(=O)NCCO)cc2)cc1,x,98
O=C(Nc1ccc(Cl)c([N+](=O)[O-])c1)C1CC(=O)N(c2ccc(Cl)cc2)C1 (stereo not drawn),x,116
N#C/C(=C\c1ccc(C(=O)O)cc1)C(=O)NCc1ccco1,11,x
O=C(N/N=C\c1c(Cl)cccc1Cl)c1cnccn1,0,x
Cc1ccccc1NC(=O)CSc1nnnn1C,-12,130
COc1cccc(OCc2nnc(SCC(=O)OC3CCCCC3)n2C)c1,-5,103
COC(=O)c1ccc(S(=O)(=O)NCCSc2nnc3c4ccccc4n(C)c3n2)cc1,1,84

# Further results follow:
SMILES,HePTP inhibitor,BAP1 inh
c1ccc(C(Cc2nc(-c3ccccn3)no2)c2ccccc2)cc1,-1,97
Clc1ccc(CSc2ncccn2)cc1,11,86
O=C(CCN1C(=O)C2CC=C(Cl)CC2C1=O)NCc1ccco1 (stereo not drawn),-8,73
Cc1nc(Sc2nnnn2-c2ccccc2)c(C#N)c(C)c1C,6,96
C=C(C)c1cccc(C(C)(C)NC(=O)NCCCN2CCCC2=O)c1,15,121
COc1ccccc1-c1noc(-c2ccccc2C(=O)Nc2ccccc2)n1,4,99
O=C(O)c1cc(S(=O)(=O)N2CCCC2)ccc1Br,-3,102
CC(C)CN(C(=O)COC(=O)c1cc2ccccc2oc1=O)C1CCS(=O)(=O)C1 (stereo not drawn),9,x
O=C(c1ccc2ccccc2c1)N1CCN(c2ccccc2)CC1,-10,77
CCCCCCN1C(=O)/C(=C2\SC(=O)NC2=O)c2ccccc21,8,x
O=CN1CCN(C(=O)COc2ccc3ccccc3c2)CC1,-1,x
CN(Cc1ccccc1)C(=O)c1ccc2c(c1)OCCO2,3&4,98
COc1ccc(N2C(=O)c3cccc4cccc(c34)C2=O)nn1,8,78
O=C(CNC(=O)c1cccs1)NCCN1CCN(c2ccccc2F)CC1,14,100
C=C(C)CN=c1scc(C)n1/N=C/c1ccco1,4,83
O=C(CN(C(=O)CNS(=O)(=O)c1ccccc1)C1CCCC1)NCc1ccco1,11,103
O=C(Nc1ccc(O)c(-c2nc3ccccc3s2)c1)c1cccnc1,x,56
Cc1ccc(-c2nc(CSCC(=O)N3CCN(C(=O)c4ccco4)CC3)c(C)o2)cc1,-8,91
O=C(NCc1ccco1)c1cc2n(n1)C(C(F)(F)F)CC(c1ccc(Cl)cc1)N2 (stereo not drawn),4,x
O=C(NCc1ccncc1)c1cccc(F)c1,11,75
CCCOc1ccc(CC(CC(=O)O)(C(=O)O)C(=O)O)cc1,4&-4,105
COc1cccc(N2C(=O)NC(=O)C(=Cc3ccc(N(C)C)cc3)C2=O)c1,1,x
CCn1c(C(O)c2ccccc2)nc2ccccc21 (stereo not drawn),2&-15,90
CCc1cccc(NS(=O)(=O)c2c(C)n[nH]c2C)c1,-4,100
Cc1c(C(=O)N2CCCc3ccccc32)oc2ccc(S(=O)(=O)N3CCOCC3)cc12,1,73

# Further entries.
SMILES,HePTP inhibitor,BAP1 inh
Cc1ccc(-c2cc(C(=O)NCc3cccs3)no2)cc1,10,x
O=C(COC(=O)CCC(=O)c1ccc(Cl)cc1)NCC1CCCO1 (stereo not drawn),12,80
O=C(NC1CCCCC1)C1CC(=O)N(c2ccc(Cl)cc2)C1 (stereo not drawn),-8,98
COCCCNC(=O)C1CC(=O)N(c2ccc(C)cc2)C1 (stereo not drawn),10,76
CCCC(=O)Nc1ccc(Br)cn1,-13,x
Cc1ccc(C)c(S(=O)(=O)Nc2ccccc2C(=O)Nc2cc(C)on2)c1,-4,x
CCOC(=O)C1C(=O)CC(C)(O)C(C(=O)OCC)C1c1ccc(Cl)cc1 (stereo not drawn),x,121
Cn1c(SCC(N)=O)nnc1-c1ccccc1,1,94
CCc1c(C)sc(NC(=O)C(CC)c2ccccc2)c1C(=O)OC (stereo not drawn),8,x
Cc1ccc(C2CC(C(F)(F)F)n3nc(C(=O)NCc4cccs4)cc3N2)cc1 (stereo not drawn),5,x
O=c1oc2cc([N+](=O)[O-])ccc2nc1/C=C(\O)c1ccc(Br)cc1,8,x
COc1ccc(C(=O)/C=C/c2ccc(OC)c([N+](=O)[O-])c2)cc1,-12,x
O=C(COc1ccc(Br)cc1)Nc1ccc(Cl)cc1Cl,2,x
CCOc1ccc(C2Nc3ccc4ccccc4c3C3=C2C(=O)CC(C)(C)C3)cc1OC (stereo not drawn),-8,x
O=S(=O)(Nc1cccc(-c2cn3ccccc3n2)c1)c1ccc(-c2ccccc2)cc1,-17,x
O=C(O)c1ccc(Cl)c2c1C1C=CCC1C(c1ccccn1)N2 (stereo not drawn),10,84
O=C(NCCc1ccccc1)C(c1cccs1)N(C(=O)c1csnn1)C1CC1 (stereo not drawn),12,100
CC(=O)N(C(C)=O)c1ncc2c([nH]c3ccccc32)c1C#N,-2,82
CCC1Oc2ccccc2N(CC(=O)NCCCN2CCCCC2CC)C1=O (stereo not drawn),7,88
Cc1ccccc1-c1nnc(-c2ccccc2)o1,-2,91
Cc1ccc([N+](=O)[O-])cc1N/C=C/C(=O)c1ccccc1,-6,x
O=C(COC(=O)c1cc(S(=O)(=O)N2CCCCC2)ccc1N1CCOCC1)NC1CCCCC1,0,94
CCOC(=O)c1[nH]nc(N)c1NC(=O)c1ccc(Cl)cc1Cl,2,109
CN(C)c1c([N+](=O)[O-])c(=O)oc2ccccc12,x,53
NC1=NC(=O)/C(=C/c2ccc(-c3ccc([N+](=O)[O-])cc3Br)o2)S1,100*,x
CN1C(=O)/C(=C\c2nc3ccccc3c(=O)n2-c2ccccc2)c2cc(Br)ccc21,-17,x
N=c1sccn1CC(=O)NCCc1ccc(Cl)cc1,-2,120
N#C/C(=C\c1cn(CC(=O)Nc2ccccc2)c2ccccc12)C(=O)Nc1ccc(F)cc1,11,x

# Quoted from the listing:
# `CCCC(=O)Nc1ccc(Br)cn1` in HePTP inhibitor has -13
# `CCOC(=O)c1[nH]nc(N)c1NC(=O)c1ccc(Cl)cc1Cl` in HePTP inhibitor has 2

# Complete entries, looked up by structure:
# Results for O=C(COc1ccc(Br)cc1)Nc1ccc(Cl)cc1Cl → HePTP inhibitor: 2; BAP1 inh: x
# Results for Cn1c(SCC(N)=O)nnc1-c1ccccc1 → HePTP inhibitor: 1; BAP1 inh: 94
